S3 lipid droplet: qHTS Assay for Lipid Storage Modulators in Drosophila S3 Cells; 320,000 tested, 0.64% active; Drosophila S3 cells, BODIPY lipid droplet fluorescence, 18-24 h; cells fed with added oleic acid; lipid storage change, negative = inhibition, % at the top dose, mostly 46.1 µM; hits show Potency in µM; AID 2685; active = well fitted inhibition curve with a large enough effect in the signal ratio, with a control signal flat, not every such curve was filed as active; inconclusive = small, poorly fitted or top-dose-only effect, or effect the other way, or a change in a side signal; the % refers to the signal ratio
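Laser-scanning cytometry quantifies lipid droplet accumulation (500–530 nm total intensity; droplet/cell object ratio) in oleic acid-fed (400 uM added) Drosophila S3 cells treated with a concentration series. 20 uM Triacsin C defined 100% inhibition.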
S3 lipid droplet cell count max: further read-out of S3 lipid droplet, marked with its call; cell number change, %; measured here: cell count max response;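 cells counted by Cell Tracker Red CMTPX staining in the red channel; peak over a dose series mostly up to 46.1 µM; percent activity relative to internal control wells on each plate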
Starred values were filed as active, the others as inactive; i = inactive; ? = inconclusive; · = no result given; [ ] = remark or other dose. % is set by controls: 0 for no effect and ±100 for the full control effect; potency is the fitted concentration of half-maximal effect. This is a subset. The share of hits here may be higher or lower than overall.

SMILES | S3 lipid droplet | S3 lipid droplet cell count max
CN(C)C(=O)c1ccc(NC(=O)COC(=O)C2=COCCO2)cc1 | 0.0% | 2.7
CCOc1ccc(N2CC(C(=O)NCCN3C(=O)S/C(=C/c4cccnc4)C3=O)CC2=O)cc1 (stereo not given) | ? | ·
COc1ccc2c(CSc3nc4nc(C)cc(C)n4n3)cc(=O)oc2c1 | ? | ·
O=C(NCCCN1CCOCC1)c1cc2c(s1)CSC2 | 4.8% | 0.8
O=S(=O)(Nc1cccc(-c2ccc(N3CCCCCC3)nn2)c1)c1ccccc1F | -8.6% | 4.9
COCCN(Cc1nc(C(c2ccccc2)c2ccccc2)no1)C(C)C | ? | ·
C/C(=N\Nc1nc(-c2ccc(C)cc2)nc2ccccc12)c1ccc([N+](=O)[O-])cc1 | 2.5% | -4.5
CCn1c(SCC(=O)C(C)(C)C)nnc1-c1cnccn1 | 0.1% | 16.1
CCOc1ccc(NC(=O)CCSc2ccc3ccccc3n2)cc1 | 8.8% | 3.0
COc1ccc(/C=N/Nc2nc(Nc3ccccc3)nc(N3CCCCC3)n2)cc1OC | -14.6% | -5.1
O=C(Cc1ccccc1)Nc1cccc([N+](=O)[O-])c1 | 8.1% | 10.4
O=C(O)COc1ccc(/C=C/C(=O)c2ccc(C3CCCCC3)cc2)cc1 | ? | ·
CN1CCN(c2ccc(NC(=S)NC(=O)c3cccc4c(Br)cccc34)cc2)CC1 | ? | ·
COc1ccc(CNC(=O)CN(c2ccc(OC)cc2)S(=O)(=O)c2c(C)nn(C)c2C)cc1 | 23.0% | 26.2
c1ccc2c(c1)NC1(CCCC1)n1c-2nc2ccccc21 | ? | ·
CCCc1nc2c(c(=O)c3ccccc3n2C)c(=O)n1C1CCCCCC1 | ? | ·
CCN(CC)S(=O)(=O)c1cccc(NC(=O)COC(=O)c2cccs2)c1 | ? | ·
CC(=O)COc1cc(C)cc2oc(=O)c(C)c(C)c12 | 12.7% | -22.8
Cc1cccn2cc(-c3cccc(S(=O)(=O)N4CC(C)OC(C)C4)c3)nc12 (stereo not given) | ? | ·
O=C(Nc1ccc(N2CCCC2)cc1)c1ccccc1F | 0.5% | -3.5

Reprinted from the part before: three compounds, then new ones.
SMILES | S3 lipid droplet | S3 lipid droplet cell count max
CC(=O)COc1cc(C)cc2oc(=O)c(C)c(C)c12 | 12.7% | -22.8
Cc1cccn2cc(-c3cccc(S(=O)(=O)N4CC(C)OC(C)C4)c3)nc12 (stereo not given) | ? | ·
O=C(Nc1ccc(N2CCCC2)cc1)c1ccccc1F | 0.5% | -3.5
COc1ccc(C(=O)NCC(=O)NCC(c2ccco2)N(C)C)cc1OC (stereo not given) | -13.4% | -4.6
C=CCc1ccc(OCCCCNC2CCCC2)c(OC)c1 | -10.2%[9.22 µM] | -17.8
Cn1c2cc(B(O)O)sc2c2cnn(Cc3c(F)cccc3Cl)c(=O)c21 | 3.7% | ·
Cc1cc(NC(=O)c2ccc(Cl)cc2)ccc1NC(=O)c1ccccc1Cl | ? | ·
CN(CCc1nc2ccccc2[nH]1)Cc1nc(CC2CC2)no1 | ? | ·
O=C(N[C@@H](Cc1ccccc1)C(=O)OCc1ccccc1)c1nc[nH]c1C(=O)N1CCN(c2ccccc2)CC1 | 25.9% | -2.0
CCC(CC)c1nnc(NC(=O)CN2C(=O)c3ccccc3C2=O)s1 | ? | ·
Cc1ccccc1/C=N/NC(=O)Cn1cnc([N+](=O)[O-])n1 | ? | ·
O=C1C2C3C=CC(C3)C2C(=O)N1Nc1ccc([N+](=O)[O-])cc1[N+](=O)[O-] (stereo not given) | ? | ·
CN(CC(=O)NCC(c1ccccc1)N1CCCC1)S(=O)(=O)c1ccc(Cl)cc1 (stereo not given) | ? | ·
COc1ccc(-c2cc(=O)oc3cc4occ(C)c4cc23)cc1 | 8.4% | -16.5
CSc1ncccc1C(=O)OCC(=O)c1cccc(Br)c1 | 3.2% | 24.5
CCCCN(C(=O)c1ccc(-c2ccc(Cl)cc2)o1)c1c(N)n(CCC)c(=O)[nH]c1=O | i | -25.6
O=C(CSc1nnc(CNC(=O)c2cccs2)o1)Nc1cccc(C(F)(F)F)c1 | ? | ·
COC(=O)Cc1ccc(NC(C)=O)cc1 | ? | ·
O=C1CCCN1C(=O)COc1ccc([N+](=O)[O-])cc1 | -3.9% | -0.3
CCN(CC)CCNC(=O)CCc1nnc2ccc(N3CCC(C)CC3)nn12 | ? | ·
CCn1nc(C(=O)OCc2cccc(S(=O)(=O)N(C)C)c2)c2ccccc2c1=O | ? | ·
O=C1C=C(NCc2ccco2)CCC1 | ? | ·
CSc1nnc(-c2cc3c(s2)-c2ccccc2CC3)o1 | ? | ·

Full records from above. Values in the order: S3 lipid droplet	S3 lipid droplet cell count max
CCCCN(C(=O)c1ccc(-c2ccc(Cl)cc2)o1)c1c(N)n(CCC)c(=O)[nH]c1=O across the screens: i	-25.6
CCn1nc(C(=O)OCc2cccc(S(=O)(=O)N(C)C)c2)c2ccccc2c1=O across the screens: ?	·
CCC(CC)c1nnc(NC(=O)CN2C(=O)c3ccccc3C2=O)s1 across the screens: ?	·
O=C1C2C3C=CC(C3)C2C(=O)N1Nc1ccc([N+](=O)[O-])cc1[N+](=O)[O-] (stereo not given) across the screens: ?	·
O=C1CCCN1C(=O)COc1ccc([N+](=O)[O-])cc1 across the screens: -3.9%	-0.3

Remaining list, next part:
SMILES | S3 lipid droplet | S3 lipid droplet cell count max
CN(Cc1ccccc1Cl)C(=O)C1CCC(=O)N(C2CCCCCC2)C1 (stereo not given) | ? | ·
FC(F)(F)c1ccc(Cl)c(-n2c(Cc3cccs3)n[nH]c2=S)c1 | -19.4% | 15.4
COc1ccc2c(c1)C(SCC(=O)NCCc1ccc(Cl)cc1)CC(C)(C)O2 (stereo not given) | 0.3% | -4.9
COc1ccc(CNC(=O)Cn2cccc2C(=O)c2ccccc2)cc1 | ? | ·
C=CCSc1nc(=O)n2cccc(C)c2n1 | i | ·
CCN(CCNC(=O)C1CCN(S(C)(=O)=O)CC1)c1ccccc1 | i | ·
CSCC[C@H](NC(=O)OC(C)(C)C)C(=O)N1CCC(C(=O)NCC(=O)Nc2ccc(C)cc2)CC1 | 0.2% | -2.4
Cn1c(=O)c(C(=O)COc2ccc(C#N)cc2)c(N)n(Cc2ccccc2)c1=O | -0.3% | 13.1
CSc1[nH]c(=O)c(C(=O)O)cc1C#N | ? | ·
CCCCn1c(SC(C)C(N)=O)nc2cc(C(=O)OC)ccc2c1=O (stereo not given) | -22.2% | 15.7
COCCNC(=O)C(=O)NNC(=O)c1ccccc1OC | -3.8% | 13.6
CC1(C)OC(=O)C(=CNc2cccc(C(=O)O)c2)C(=O)O1 | -7.4% | -6.3
Cc1ccc(S(=O)(=O)/N=C(\c2ccccc2)N(C)S(=O)(=O)c2ccc(C)cc2)cc1 | -15.5% | -4.3
CSc1ccccc1NC(=O)C(C)N1C(=O)c2ccccc2S1(=O)=O (stereo not given) | 21.3% | 14.1
COc1cc(NC(=O)c2ccc(Cl)cc2)c(OC)cc1NC(=O)CN1CCCCC1 | ? | ·
O=C(c1cc(COc2ccc(F)cc2Cl)on1)N1CCCCCCC1 | ? | ·
FC(F)(F)c1nc(Sc2ncccc2C(F)(F)F)n[nH]1 | 7.8% | 15.5
COC(=O)c1cc2sc(Cl)cc2n1CC(=O)N1CCCc2ccccc21 | -0.2% | -14.5
CCOc1cc(/C=N/n2cnnc2)ccc1OS(=O)(=O)c1ccc(C)cc1 | ? | ·
O=C(O)COCC(=O)N1CCN(c2cc(C(F)(F)F)nc3ccccc23)CC1 | -6.5% | 8.9
Cc1ccccc1N1CCN(C(=O)c2ccc(Oc3ccc(C(F)(F)F)cn3)cc2)CC1 | ? | ·
O=C(CCCN1C(=O)/C(=C/c2ccccc2Cl)SC1=S)NNC(=O)c1cccnc1 | ? | ·
Cc1ccc(CNC(=O)C(=O)c2cn(CC(=O)N3CCOCC3)c3ccccc23)cc1 | ? | ·
COc1ccccc1CNC(=O)C[n+]1ccccc1 | ? | ·
O=C(N/N=C/c1cccc([N+](=O)[O-])c1)c1cc(-c2ccccc2)nc2ccccc12 | 19.6% | -3.9
COc1ccc(NC(=O)c2cc(-c3ccccn3)nc3ccccc23)cc1S(=O)(=O)N(C)C | 16.4% | 1.0
O=C(O)/C=C\C(=O)Nc1ccc(N2CCN(c3ccc(Cl)c(Cl)c3)CC2)cc1 | -3.9% | -1.0
CN1CCN(c2ccc(Cl)cc2NC(=O)c2ccc(S(=O)(=O)N3CCCCCC3)cc2)CC1 | 8.8% | 6.6
C=CCc1ccc(OCCCNCc2ccccc2)c(OC)c1 | 2.7% | 0.5
CCOC(=O)C1=NNC2(CC(=O)N(c3cc(C)cc(C)c3)C2=O)C1 (stereo not given) | -23.9% | -20.0
Cc1ccc(C(=O)N/C(=C/c2ccccc2)C(=O)NCC2CCCO2)cc1 (stereo not given) | -3.3% | -11.5
CCCn1c(Cc2ccccc2)nnc1SCC(=O)N1CCOCC1 | 0.6% | 10.3
COc1ccc(NC(=O)CSc2nn3c(=O)c(C)nnc3s2)cc1 | 15.4% | 1.3
CCCC12CN3CC(C)(CN(C1)C31CCCCC1)C2=O | i | ·
C=CCNC(=O)c1ccccc1NC(=O)C1COc2ccccc2O1 (stereo not given) | ? | ·
Cc1ccc(/C=C/c2ccc(=O)n(Cc3ccc(Cl)cc3Cl)n2)cc1 | ? | ·
O=S(=O)(c1ccc2ccccc2c1)N1CCc2ccccc21 | ? | ·
CN(C)C(=O)c1ccc(-c2cc(C(F)(F)F)nn2C)s1 | ? | ·
O=C(Oc1ccccc1)c1cccc(N2C(=O)CCC2=O)c1 | ? | ·
O=C(Nc1ccccc1)c1cccc(Cn2cc(C(F)(F)F)ccc2=O)c1 | 2.3% | 4.7
Cc1ccc(S(=O)(=O)NCC(c2ccccc2)N2CCN(c3ccc(F)cc3)CC2)cc1 (stereo not given) | ? | ·
O=C(CC1C(=O)NCCN1CC1CCCCC1)NCc1ccccc1Cl (stereo not given) | -1.9% | 8.9
O=C(CSc1ncn[nH]1)Nc1cccc2ccccc12 | ? | ·
NC(=O)c1cccn(Cc2ccc(C(F)(F)F)cc2)c1=O | 18.5% | 8.3
O=C(C1CC(=O)N(c2ccc(Cl)cc2)C1)N1CCN(Cc2ccc3c(c2)OCO3)CC1 (stereo not given) | ? | ·
CCOC(=O)c1sc(N2C(=O)C(O)=C(C(=O)c3ccco3)C2c2ccco2)nc1C (stereo not given) | ? | ·
Cc1ccc(SCC(=O)OCn2nnc3ccccc3c2=O)cc1C | 12.4% | 5.3
CC(C)CN1C(=O)c2ccc(NC(=O)c3ccccc3F)cc2C1=O | ? | ·
c1ccc(OCCCc2nc(-c3ccncc3)no2)cc1 | ? | ·
CN(C)S(=O)(=O)c1cccc(NC(=O)COc2ccc(C(=O)c3ccccc3)cc2)c1 | ? | ·
CCOc1ccccc1-n1c(SCC(N)=O)nnc1-c1ccc(O)cc1 | ? | ·
Cc1cc(C(=O)NCc2cc(C(=O)O)co2)co1 | ? | ·
CC(O)(CS(=O)(=O)Cc1ccccc1)C(=O)Nc1ccc(C(F)(F)F)cc1 (stereo not given) | i | ·
O=C(CN1CCCCC1)Nc1cccc(-n2cnnn2)c1 | -2.9% | -12.4
OCC#Cc1cnc2ccccc2c1 | ? | ·
C=CCn1c(C)cc(C(=O)COc2nncc3ccccc23)c1C | ? | ·
Cc1cc(Oc2ccc([N+](=O)[O-])cc2)nc(N2CCOCC2)n1 | 8.7% | 18.9
CC(=O)N(c1cccc(Br)c1)C1C=CS(=O)(=O)C1 (stereo not given) | -9.5% | -3.2
COc1ccccc1NC(=O)Cn1nnc(C(=O)NCCc2ccccc2)c1N | ? | ·
Cc1cccc(-n2ncc(Cl)c(Cl)c2=O)c1 | ? | ·

Later entries
SMILES | S3 lipid droplet | S3 lipid droplet cell count max
CC(C)(C)N1C(=O)c2ccccc2NC(=O)N1Cc1ccc(Br)cc1 | ? | ·
COc1ccc(S(=O)(=O)N2CCN(Cc3ccco3)CC2)cc1 | i | 12.6
Cc1nc2nc(NCc3cccs3)nn2c(C)c1Cl | ? | ·
CC(C)n1c(SCC(=O)NC2CCCCC2)nnc1-c1ccco1 | ? | ·
CN1CCN(C(=O)CSc2nnc(COc3ccc(Cl)cc3)o2)CC1 | i | -10.5
COc1ccccc1N1CCN(C2CCCN(Cc3cc(F)cc(F)c3)C2)CC1 (stereo not given) | 8.3% | 13.2
O=C(c1ccc(Cl)c(S(=O)(=O)NCc2ccccc2)c1)N1CCN(c2ccccn2)CC1 | -23.5% | ·
CC(=O)N/N=C(\C)CCc1ccccc1 | ? | ·
CC(=O)c1cccc(OCC(=O)Nc2cccc(C(=O)Nc3c(C)n(C)n(-c4ccccc4)c3=O)c2)c1 | ? | ·
CN(C(=O)CSc1nc2c(c(=O)[nH]1)CCCC2)C1CCCCC1 | ? | ·
CS(=O)(=O)N(CC(=O)Nc1ccc(F)c(F)c1)c1cccc([N+](=O)[O-])c1 | -0.1% | -1.9
CCN(CCn1cccn1)C(=O)CCc1nnc(-c2ccccc2)o1 | 4.3% | 11.5
COc1ccc(CCn2c(=O)[nH]c3cc(C(=O)NCCCN4CCOCC4)ccc3c2=O)cc1OC | 17.6% | 10.6
CN(Cc1ccccc1F)c1nc(-c2cccs2)nc2ccccc12 | ? | ·
CC(C)=Nc1ccccc1C1COC(=O)C1=N (stereo not given) | 9.7% | -12.9
Cc1cccc(NC(=O)c2ccc(Cl)c(NC(=O)c3ccncc3)c2)c1C | ? | ·
O=C1C(Cl)=C(NCCN2CCCCC2)C(=O)c2ccccc21 | ? | ·
O=C(Nc1ccc2c(c1)OCO2)Nc1ccc(Cl)cc1Cl | ? | ·
NC(=O)c1ccc(-n2nnnc2Oc2ccc(Br)cc2)cc1 | i | ·

Assay outcomes from PubChem BioAssay.
